Compound activity as filed in PubChem.
aGlu spleen mod = lysosomal alpha-glucosidase (human) modulation | Potency, µM (series often up to 79.9 µM), inactives show at the top dose activity change, negative = inhibition, most hits filed as inhibitors | P10253 | human spleen homogenate, 4-MU-alpha-glucoside fluorescence | actives 0.006% (n = 240,000) | AID 2112;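 note: 0% = enzyme with vehicle and -100% = no enzyme basal signal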
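Human spleen homogenate (1 ug) incubated with compounds and 1 mM 4-methylumbelliferyl-alpha-D-glucopyranoside in pH 5.0 citrate/phosphate buffer, 37 C, 40 min. Stopped at pH 10; 4-MU fluorescence (Ex 365/Em 440 nm); AC50 by Hill fit.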
ALDH1A1 inh = ALDH1A1 (human) enzyme inhibition; P00352; Purified ALDH1A1, NADH fluorescence, propionaldehyde substrate; Potency, µM (doses to about 75.3 µM), inactives show at the highest dose activity, negative = inhibition, hits mostly inhibitors; actives 7.3% (n = 220,000); active = well fitted inhibition curve with a large enough effect, not every such curve was filed as active; inconclusive = small, poorly fitted or top-dose-only effect, or another doubt; inactive = no such curve, though single readings can be large or run the other way;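 note: plate controls were no enzyme wells and a reference inhibitor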
Target sequence (P00352 whole entry, looked up): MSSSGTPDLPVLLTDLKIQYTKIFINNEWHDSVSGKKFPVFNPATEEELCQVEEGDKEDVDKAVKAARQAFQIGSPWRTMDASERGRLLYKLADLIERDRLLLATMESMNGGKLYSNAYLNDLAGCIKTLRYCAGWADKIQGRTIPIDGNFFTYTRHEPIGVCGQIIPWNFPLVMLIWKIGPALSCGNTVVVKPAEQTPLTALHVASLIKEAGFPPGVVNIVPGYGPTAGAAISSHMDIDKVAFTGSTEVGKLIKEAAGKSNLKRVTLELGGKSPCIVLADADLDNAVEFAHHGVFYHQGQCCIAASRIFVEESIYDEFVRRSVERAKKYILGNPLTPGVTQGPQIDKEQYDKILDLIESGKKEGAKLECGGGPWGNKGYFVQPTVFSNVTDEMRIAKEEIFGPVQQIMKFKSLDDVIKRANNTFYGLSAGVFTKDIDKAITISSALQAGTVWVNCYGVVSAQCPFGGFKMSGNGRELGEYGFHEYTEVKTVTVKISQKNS
aGal spleen mod = alpha-galactosidase A (human) modulation. human spleen homogenate, 4MU-alpha-Gal fluorescence, 40 min. Potency, µM (doses to about 80 µM), without a hit: at the top dose activity change, negative = inhibition, usual class: inhibitors. actives 0.008% (n = 240,000). AID 2107;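 note: 0% = enzyme with vehicle and -100% = no enzyme basal signal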
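Human spleen homogenate (1 ug) as enzyme source, 4-methylumbelliferyl-alpha-D-galactopyranoside 1 mM final, citrate/phosphate pH 5.0 with 0.01% Tween-20. Compounds 40 min at 37C, NaOH/glycine stop; fluorescence Ex 365/Em 440, Hill-fit AC50.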
GAA inh = alpha-glucosidase (human) inhibition | P10253 | purified human GAA, 4-MU-alpha-glucoside fluorescence | Potency, µM (series often up to 76.9 µM), for inactives: at the highest dose activity change, negative = inhibition, hits mostly inhibitors | actives 0.005% (n = 200,000);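 note: plate controls were uninhibited enzyme wells for no effect and no-enzyme background for full effect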
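Human alpha-glucosidase, 4 nM, pre-mixed with test compounds before 400 uM 4-methylumbelliferyl substrate; 20 min room temperature at pH 5.0. Fluorescence read after pH 10 stop; AC50 values from Hill-equation fits.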
GoLoco inh red = RGS12 GoLoco-Gai1 interaction inhibition; P63096; Gai1:RGS12 GoLoco peptide FP, rhodamine, 10 min; Potency, µM (titrated, usually from 61.6 µM), for the others: at the highest dose activity, negative = inhibition, usual class: inhibitors; actives 0.44% (n = 230,000); AID 880; active = well fitted inhibition curve with a large enough effect, not every such curve was filed as active; inactive = no such curve, though single readings can be large or run the other way; note: % is set by controls: 0 for no effect and ±100 for the full control effect; nearly all actives have a fitted effect of over 30% in size; many of its hits are not listed in these tables
SMN2 splice enh = SMN2 splice variant enhancement | Potency, µM (series often up to 46.1 µM), for inactives: at the top dose activity change, positive = activation, hits mostly activators | HEK293 SMN2-luciferase splicing reporter, luminescence, 30-36 h | actives 2.8% (n = 210,000) | AID 1458; note: % of control where 0% means no effect; nearly all actives have a fitted effect of over 55% in size
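HEK293 cells carry an SMN2 minigene-luciferase reporter in which exon 7 inclusion puts luciferase in frame. Cells were seeded at 2000 cells/well, attached for 10-12 hours, then exposed to compounds for 30-36 hours at 37C before ONE-Glo luminescence.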
JMJD2E inh = inhibitors of human JMJD2E histone demethylase. AID 2147. JMJD2E catalytic domain, FDH-coupled NADH fluorescence (FDH is formaldehyde dehydrogenase). actives 1.6% (n = 230,000). B2RXH2. Potency, µM (series often up to 57.1 µM), inactives show at the top dose activity change, negative = inhibition, actives largely listed as inhibitors; active = well fitted inhibition curve with a large enough effect, not every such curve was filed as active; inconclusive = small, poorly fitted or top-dose-only effect, or another doubt; inactive = no such curve, though single readings can be large or run the other way;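 note: 0% = wells with enzyme and -100% = buffer wells without enzyme; nearly all actives have a fitted effect of over 50% in size; many of its hits are not listed in these tables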
Target sequence (B2RXH2 1-337 limits assumed): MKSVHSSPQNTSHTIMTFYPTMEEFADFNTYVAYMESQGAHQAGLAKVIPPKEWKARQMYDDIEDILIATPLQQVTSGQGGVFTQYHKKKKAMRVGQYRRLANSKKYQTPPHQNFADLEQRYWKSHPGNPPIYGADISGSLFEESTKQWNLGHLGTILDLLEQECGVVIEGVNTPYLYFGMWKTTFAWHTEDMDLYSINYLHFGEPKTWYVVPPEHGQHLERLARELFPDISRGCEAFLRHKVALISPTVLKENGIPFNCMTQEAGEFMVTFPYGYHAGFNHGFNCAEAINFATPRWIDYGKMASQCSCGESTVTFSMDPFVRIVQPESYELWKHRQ
GAA glycogen = inhibitors or activators of human alpha-glucosidase glycogen cleavage; P10253; actives 0.38% (n = 300,000); recombinant GAA, glycogen substrate, Amplex Red glucose oxidase fluorescence; Potency, µM (titrated, usually from 76.4 µM), inactives show at the top dose activity change, negative = inhibition, actives largely listed as inhibitors; AID 2100;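 note: 0% = full enzyme reaction and -100% = no-enzyme basal signal; the screen sought inhibitors and activators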
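Recombinant enzyme (4 nM final) with compounds titrated up to 77 uM and bovine liver glycogen (30 ug) in citrate pH 5.0, 0.01% Tween-20, 37 C 40 min. Released glucose detected by Amplex Red/glucose oxidase (Ex 573/Em 610); AC50 from Hill fits.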
Numbers without * were called inactive; ? = inconclusive; / = no result given; [ ] = remark or other dose. Unless noted, calls come from the whole dose curve; as a rule, active = well fitted curve in the direction sought with a large enough effect; inconclusive = small, poorly fitted or top-dose-only effect, or another doubt; inactive = no such curve, though single readings can be large; an effect the other way counts as inactive or inconclusive. Potency is the fitted concentration of half-maximal effect. These rows are one share of the data (hit frequency here may not be typical).

SMILES	aGlu spleen mod	ALDH1A1 inh	aGal spleen mod	GAA inh	GoLoco inh red	SMN2 splice enh	JMJD2E inh	GAA glycogen
CN(C)c1oc(-c2ccccc2Cl)nc1P(=O)(c1ccccc1)c1ccccc1	1%	?	14%	-6%	-3%	0%	?	-14%
COc1cc2c(cc1O)-c1ccccc1CN(C)C2	6%	-13%	1%	/	3%	14%	0%	/
N#Cc1c(-c2ccccc2)c(-c2ccccc2)n(Cc2ccco2)c1NC(=O)c1cccs1	-6%	-1%	-5%	-1%	/	/	3%	-6%
N#Cc1cc(-c2ccc(Cl)cc2)cn(Cc2c(Cl)cccc2Cl)c1=O	-11%	?	-5%	?	9%	-4%	?	4%
CC(CCc1ccco1)NC(=O)c1cc2c(-c3ccccc3F)nn(C)c2s1 (stereo not given)	0%	?	-5%	-7%	-14%	-14%	?	-21%
CC1=C(C#N)CCC(=O)N1Cc1c(F)cccc1Cl	-3%	-1%	-3%	-1%	0%	-6%	-6%	3%
CCOC(=O)N1CCN(S(=O)(=O)c2ccc([N+](=O)[O-])cc2)CC1	/	-3%	4%	-8%	2%	-15%	4%	4%
CN(C)/C=C1\SC(=S)N(c2ccc(F)cc2)C1=O	4%	/	23%	/	226%[activator]	/	0%	-2%
O=C1C2C3C=CC([C@@H]2C(=O)N1Cc1cccnc1)C31CC1 (stereo not given in full)	-6%	6%	3%	-1%	12%	5%	1%	-2%
COc1ccc(O)c(C(=O)c2cnc3onc(C)c3c2)c1	-3%	-7%	4%	-13%	42%[activator]	-9%	-6%	-13%
Cc1nnc(SC(C(=O)Nc2ccc(Cl)c([N+](=O)[O-])c2)c2ccccc2)[nH]c1=O (stereo not given)	-12%	?	-26%	-2%	5%	-5%	-2%	0%
Cc1ccccc1OCC(=O)Nc1ccc2c(c1)COC2=O	0%	8%	3%	-6%	1%	18%	1%	5%
Cc1cc(C)c(C2C3=C(Nc4c2c(C)nn4-c2ccccn2)c2ccccc2C3=O)c(C)c1 (stereo not given)	-1%	-2%	1%	-6%	4%	-58%[inhibitor]	?	?
O=C(COc1ccc(Cl)cc1)Nc1ccc(Cc2ccncc2)cc1	5%	15%	7%	-3%	7%	-8%	4%	-6%
CC12CCC(C(=O)NCc3ccccc3Cl)(OC1=O)C2(C)C (stereo not given)	-21%	4%	-14%	-1%	7%	/	3%	14%
CCOC(=O)c1ccc(N2C(=O)CC(N(Cc3ccc4c(c3)OCO4)C(=O)Nc3ccccc3)C2=O)cc1 (stereo not given)	1%	13µM*	-18%	?	2%	11%	2%	-13%
CCN(C(=O)CSc1nnnn1-c1cc(C)ccc1OC)C1CCS(=O)(=O)C1 (stereo not given)	-6%	?	-5%	1%	5%	-1%	4%	1%
COc1cc(C2C3C(=O)N(c4ccccc4)C(=O)C3ON2c2ccccc2)ccc1O (stereo not given)	12%	-15%	8%	11%	8%	-9%	0%	-11%
CCCC(=O)NCc1nc2ccccc2n1C	-15%	4%	2%	-9%	6%	-2%	-8%	0%
Cn1c(=O)c2c(nc(NCc3cccnc3)n2Cc2cccc(C(F)(F)F)c2)n(C)c1=O	-5%	8%	3%	?	-6%	-12%	3%	4%
COc1cccc(OC)c1OCc1cc(C2C3CCCC=C3C(C#N)=C(N)C2(C#N)C#N)c(C)cc1C (stereo not given)	-15%	?	0%	-1%	29%	-9%	?	10%
O=[N+]([O-])c1cccc2c(Cl)ccnc12	-1%	?	9%	-5%	74%[activator]	/	?	4%
Cc1nc(C)c(CCNC(=O)c2ccc(C(F)(F)F)cc2)s1	-7%	11%	-3%	-2%	7%	11%	-8%	15%
Clc1cccc(Cl)c1CSc1nnc(CN2CCOCC2)n1-c1ccccc1	-1%	-7%	-4%	-5%	-15%	-1%	-11%	-6%
Cc1cccc(NC(=S)N(CCN(C)C)Cc2cccs2)c1	0%	-2%	-7%	0%	0%	-4%	-6%	-8%
Additional compounds
SMILES	aGlu spleen mod	ALDH1A1 inh	aGal spleen mod	GAA inh	GoLoco inh red	SMN2 splice enh	JMJD2E inh	GAA glycogen
CCOC(=O)c1c(N)sc(C(O)(C(F)(F)F)C(F)(F)F)c1-c1ccccc1	-11%	1%	0%	-8%	5%	-26%	8%	-19%
COc1ccc(CNCCSc2nnnn2C)c(OC)c1OC	7%	10%	2%	3%	8%	/	-10%	-5%
CC1(C)CC(CC(=O)O)(c2ccc(F)cc2)CCO1 (stereo not given)	-4%	3%	-4%	-12%	0%	-11%	3%	-5%
CN=C1NN=C(c2cc(C)n(-c3c(C)n(C)n(-c4ccccc4)c3=O)c2C)CS1	12%	-1%	10%	5%	13%	-2%	-3%	5%
O=C(CN1C(=O)C2CCCCC2C1=O)N1CCN(c2ncccn2)CC1 (stereo not given)	-9%	/	12%	/	-1%	/	155%	1%
O=C(c1cc(-c2ccc(Cl)cc2)n(-c2cc(Cl)ccc2Cl)n1)N1CCOCC1	-4%	2%	-12%	6%	8%	-14%	-2%	-9%
Brc1cccc(CNc2nc3ccccc3n2CCN2CCCCC2)c1	-2%	/	3%	/	4%	/	-2%	7%
CCCNCC1COc2ccccc2O1 (stereo not given)	2%	12%	7%	-1%	-16%	4%	5%	4%
COc1ccc(N(CC(=O)Nc2nccs2)S(=O)(=O)c2c(C)nn(C)c2C)cc1	7%	-1%	9%	-5%[15.4 µM]	8%	10%	1%	-7%
Clc1ccc(/C=N/c2c(-c3ccc(Cl)cc3)nc3n2CCS3)cc1	-8%	9%	1%	-6%	5%	4%	7%	-2%
CC(C(=O)Nc1ccc2c(c1)OCCO2)N(c1ccccc1)S(C)(=O)=O (stereo not given)	1%	/	-4%	/	11%	/	0%	5%
COC(=O)[C@@]1(Cc2ccc(F)cc2)[C@H]2c3cc(C(=O)N(C)C)n(CC4CC4)c3C[C@H]2CN1C(=O)c1ccccc1	8%	5%	9%	/	-4%	-14%	-1%	/
Cc1ccc(C2=NN(CC(=O)NCc3ccco3)C(=O)CC2)cc1	2%	0%	10%	2%	-7%	-1%	-5%	0%
COCCN1C(=O)C(=O)/C(=C(/O)c2cccc(OC)c2)C1c1ccco1 (stereo not given)	-7%	1%	0%	?	-2%	-6%	-11%	-8%
CCCNC(=O)CCc1cc(C(C)(C)C)c(O)c(C(C)(C)C)c1	-1%	14%	0%	?	5%	-3%	10%	?
Cc1nnc(SCCn2c(Br)nc3c2c(=O)n(C)c(=O)n3C)s1	-4%	10%	-1%	?	1%	-15%	2%	7%
CCCc1[nH]nc2c1C(c1ccncc1)C(C#N)=C(N)O2 (stereo not given)	-4%	14µM*	-12%	-9%	-12%	20%	-21%	-5%
Cc1cc(C)nc(-n2ncc3c2CC(c2ccccc2)CC3=O)n1 (stereo not given)	2%	-23%	18%	1%	23%	1%[1.84 µM]	1%	-2%
CN(C)c1ccc(C(=O)C(O)c2ccccc2)cc1 (stereo not given)	-16%	?	-5%	1%	-3%	5%	?	4%
O=C(NCCc1ccc(Cl)cc1)Nc1ccc(Cl)cc1	-10%	/	1%	/	-2%	/	-1%	2%
O=C(Nc1ccc(N2CCN(C(=O)c3cccs3)CC2)c(Cl)c1)c1cccnc1	1%	-14%	-3%	-6%	-1%	-27%	-6%	28%
COc1ccc(OC)c(NC(=O)C23CC4CC(C2)CC(n2cnc(Br)n2)(C4)C3)c1	-3%	?	-5%	-3%	3%	28%	?	-13%
CCOc1nc(NCc2ccco2)nc(Nc2ccc(OC)cc2)n1	-5%	20µM*	-6%	-6%	-17%	12%	-1%	2%
Cc1cc(NC(=O)c2c(-c3ccccc3Cl)noc2C)no1	-5%	6%	-17%	-4%	3%	6%	5%	-5%
CCOc1ccc(C(=O)CCC(=O)NC(C)C(=O)OC)cc1 (stereo not given)	0%	-3%	0%	-7%	13%	-11%	-3%	7%
Additional records
SMILES	aGlu spleen mod	ALDH1A1 inh	aGal spleen mod	GAA inh	GoLoco inh red	SMN2 splice enh	JMJD2E inh	GAA glycogen
CC(C)NC(=O)COC(=O)c1cc(Br)ccc1Cl	0%	-5%	2%	0%	-22%	10%	5%	-2%
CCN(CC)S(=O)(=O)c1cc([N+](=O)[O-])ccc1N=Nc1c(O)[nH]c2ccccc12	0%	1%	7%	-7%	20%	-8%	-3%	11%
CC(C)(C)C1CCC(=NNS(=O)(=O)c2ccc(Br)cc2)CC1 (stereo not given)	-4%	1.4µM*	-1%	0%	-14%	-11%	2%	-4%
O=C(COC(=O)CCCNC(=O)c1ccc(Cl)cc1)NC1CC1	-2%	1%	0%	-2%	3%	-5%	13%	7%
CN(C)CCCNC(=O)/C(=C\c1ccc(-c2cccc([N+](=O)[O-])c2)o1)NC(=O)c1ccccc1	4%	?	0%	?	3%	-11%	-3%	-11%
Nc1nc(SCC(=O)Nc2ncc(C(F)(F)F)cc2Cl)n[nH]1	6%	-1%	11%	2%	-40%	-3%	2%	21%
Fc1ccc(NC(=S)NC2CC3CCCC(C2)N3Cc2cccs2)cc1 (stereo not given)	5%	12%	6%	5%	11%	-3%	12%	-5%
O=C1CC(c2c[nH]c3ccccc23)C(=O)N1c1ccccc1 (stereo not given)	2%	12%	0%	-7%	1%	-12%	5%	3%
COc1ccccc1C(=O)Nn1cnc2ccccc2c1=O	-6%	-1%	-2%	6%	15%	8%	-7%	9%
c1ccc(-c2ccccc2OCCCCN2CCCCC2)cc1	-3%	?	-3%	-3%	4%	3%	?	-8%

4 compounds from above, reduced to GoLoco inh red, GAA inh and SMN2 splice enh.
mol,GoLoco inh red,GAA inh,SMN2 splice enh
O=C1CC(c2c[nH]c3ccccc23)C(=O)N1c1ccccc1 (stereo not given),1%,-7%,-12%
CN(C)CCCNC(=O)/C(=C\c1ccc(-c2cccc([N+](=O)[O-])c2)o1)NC(=O)c1ccccc1,3%,?,-11%
CC(C)(C)C1CCC(=NNS(=O)(=O)c2ccc(Br)cc2)CC1 (stereo not given),-14%,0%,-11%
CC(C)NC(=O)COC(=O)c1cc(Br)ccc1Cl,-22%,0%,10%
